# Screens deposited in PubChem by National Center for Advancing Translational Sciences (NCATS).
# GAA inh: alpha-glucosidase (human) inhibition; 0.005% of 200,000 active; purified human GAA, 4-MU-alpha-glucoside fluorescence; P10253; Potency, µM (series often up to 76.9 µM), inactives show at the top dose activity change, negative = inhibition, actives largely listed as inhibitors; AID 1466;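 note: plate controls were uninhibited enzyme wells for no effect and no-enzyme background for full effect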
#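 Compounds are titrated up to 77 uM against 4 nM human enzyme. Substrate 4-methylumbelliferyl-alpha-D-pyranoside (400 uM) reacts 20 min at room temperature in pH 5.0 buffer; liberated 4-methylumbelliferone is read at 440 nm.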
# ALDH1A1 inh: inhibitors of human aldehyde dehydrogenase 1A1; P00352; Purified ALDH1A1, NADH fluorescence, propionaldehyde substrate; Potency, µM (doses to about 75.3 µM), for the others: top-dose activity, negative = inhibition, actives largely listed as inhibitors; 7.3% of 220,000 active; AID 1030; active = well fitted inhibition curve with a large enough effect, not every such curve was filed as active; inconclusive = small, poorly fitted or top-dose-only effect, or another doubt; inactive = no such curve, though single readings can be large or run the other way;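 note: plate controls were no enzyme wells and a reference inhibitor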
# KDM4E inh: blocks human JMJD2E demethylase activity; Potency, µM (highest dose often 57.1 µM), inactives show top-dose activity change, negative = inhibition, hits mostly inhibitors; AID 2147; B2RXH2; JMJD2E catalytic domain, FDH-coupled NADH fluorescence (FDH is formaldehyde dehydrogenase); 1.6% of 230,000 active; active = well fitted inhibition curve with a large enough effect, not every such curve was filed as active; inconclusive = small, poorly fitted or top-dose-only effect, or another doubt; inactive = no such curve, though single readings can be large or run the other way;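 note: 0% = wells with enzyme and -100% = buffer wells without enzyme; nearly all actives have a fitted effect of over 50% in size; many of its hits are not listed in these tables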
# SMN2 splice up: increases expression of the SMN2 splice variant. HEK293 SMN2-luciferase splicing reporter, luminescence, 30-36 h. Potency, µM (top dose mostly 46.1 µM), for inactives: at the highest dose activity change, positive = activation, actives largely listed as activators. 2.8% of 210,000 active; note: % of control where 0% means no effect; nearly all actives have a fitted effect of over 55% in size
#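 qHTS luciferase splicing reporter: luminescence rises when SMN2 exon 7 is included in transfected HEK293 cells. Compound exposure lasted 30-36 h at 37C, with 4.5 mM final sodium butyrate as control, followed by a ONE-Glo read.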
# GoLoco inh red: RGS12 GoLoco-Gai1 interaction inhibition; P63096; Gai1:RGS12 GoLoco peptide FP, rhodamine, 10 min; Potency, µM (titrated, usually from 61.6 µM), without a hit: at the top dose activity, negative = inhibition, hits mostly inhibitors; 0.44% of 230,000 active; active = well fitted inhibition curve with a large enough effect, not every such curve was filed as active; inactive = no such curve, though single readings can be large or run the other way; note: % is set by controls: 0 for no effect and ±100 for the full control effect; nearly all actives have a fitted effect of over 30% in size; many of its hits are not listed in these tables
# Target sequence (P63096 whole entry, looked up): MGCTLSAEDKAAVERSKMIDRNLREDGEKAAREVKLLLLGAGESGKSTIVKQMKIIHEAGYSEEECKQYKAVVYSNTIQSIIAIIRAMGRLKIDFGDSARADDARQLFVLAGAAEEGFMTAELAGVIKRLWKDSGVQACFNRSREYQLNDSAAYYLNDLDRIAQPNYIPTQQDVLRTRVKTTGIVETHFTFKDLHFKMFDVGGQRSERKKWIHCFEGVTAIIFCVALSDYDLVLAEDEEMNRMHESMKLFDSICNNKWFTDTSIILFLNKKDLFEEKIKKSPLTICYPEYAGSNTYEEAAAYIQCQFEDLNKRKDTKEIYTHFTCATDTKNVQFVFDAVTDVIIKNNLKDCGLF
# aGal spleen mod: alpha-galactosidase A (human) modulation; 0.008% of 240,000 active; human spleen homogenate, 4MU-alpha-Gal fluorescence, 40 min; Potency, µM (doses to about 80 µM), without a hit: at the highest dose activity change, negative = inhibition, actives largely listed as inhibitors; P06280; AID 2107;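 note: 0% = enzyme with vehicle and -100% = no enzyme basal signal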
# Target sequence (P06280 32-429 limits assumed): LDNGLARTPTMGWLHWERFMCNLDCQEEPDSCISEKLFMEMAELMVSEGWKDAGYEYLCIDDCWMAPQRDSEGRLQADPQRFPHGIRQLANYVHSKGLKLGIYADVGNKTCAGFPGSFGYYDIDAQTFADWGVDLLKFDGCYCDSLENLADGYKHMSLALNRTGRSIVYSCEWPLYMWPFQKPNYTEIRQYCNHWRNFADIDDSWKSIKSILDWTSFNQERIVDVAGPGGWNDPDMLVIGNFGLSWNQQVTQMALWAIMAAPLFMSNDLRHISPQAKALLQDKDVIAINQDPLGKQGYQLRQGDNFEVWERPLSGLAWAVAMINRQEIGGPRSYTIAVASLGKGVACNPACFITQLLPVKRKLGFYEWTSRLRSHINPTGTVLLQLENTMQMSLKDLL
#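 Spleen homogenate 1 ug + cpd (titration) + 4-MU-alpha-D-galactopyranoside 1 mM; 37C 40 min; 50 mM citrate/phosphate pH 5.0, 0.01% Tween-20; stop pH 10; fluorescence 365/440; AC50 via Hill.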
# GAA spleen mod: lysosomal alpha-glucosidase (human) modulation. P10253. human spleen homogenate, 4-MU-alpha-glucoside fluorescence. Potency, µM (series often up to 79.9 µM), for inactives: at the highest dose activity change, negative = inhibition, actives largely listed as inhibitors. 0.006% of 240,000 active;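 note: 0% = enzyme with vehicle and -100% = no enzyme basal signal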
#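 Human spleen homogenate (1 ug) with 4-methylumbelliferyl-alpha-D-glucopyranoside (1 mM final) in 50 mM citrate/phosphate pH 5.0, 0.01% Tween-20; 40 min at 37 C. Stopped at pH 10; 4-MU fluorescence Ex 365/Em 440 nm; AC50 by Hill fit.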
# GAA glycogen: alters human alpha-glucosidase cleavage of glycogen | Potency, µM (series often up to 76.4 µM), for the others: at the top dose activity change, negative = inhibition, hits mostly inhibitors | recombinant GAA, glycogen substrate, Amplex Red glucose oxidase fluorescence | 0.38% of 300,000 active | P10253;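 note: 0% = full enzyme reaction and -100% = no-enzyme basal signal; the screen sought inhibitors and activators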
#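 Recombinant human enzyme (4 nM); glycogen substrate; 37 C, 40 min, pH 5.0. Readout: coupled glucose oxidase/Amplex Red fluorescence.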
# An asterisk follows results filed as active; ? = inconclusive; nt = no result given; & = joins results of further samples; [ ] = another dose, or the depositor's remark. Unless noted, calls come from the whole dose curve; as a rule, active = well fitted curve in the direction sought with a large enough effect; inconclusive = small, poorly fitted or top-dose-only effect, or another doubt; inactive = no such curve, though single readings can be large; an effect the other way counts as inactive or inconclusive. Potency is the fitted concentration of half-maximal effect.
canonical_smiles,GAA inh,ALDH1A1 inh,KDM4E inh,SMN2 splice up,GoLoco inh red,aGal spleen mod,GAA spleen mod,GAA glycogen
Cc1ccc(NC(=O)CS(=O)CC(=O)N(C(C)C(=O)NC2CCCCC2)C(C)(C)C)cc1 (configuration not stated),?,-5%,-6%,-4%,9%,-3%,4%,-16%
COc1ccc(OC)c(NC(=O)NCc2ccc(F)cc2)c1,-8%,0%,2%,12%,0%,-13%,-4%,2%
Cc1ccc2c(c1)C1(SCCS1)C(=O)N2,3%,-8%,2%,-11%,116%[activator],-1%,-4%,15%
O=C(COC(=O)c1cc(-c2cccs2)nc2ccccc12)NCc1ccco1,?,?,?,-8%,82%[activator],-1%,-2%,-7%
CCCCOc1ccc(C(=O)N2CCCC2C(=O)O)cc1 (configuration not stated),-3%,-1%,-2%,-14%,-3%,8%,-5%,0%
COCc1cc(=O)n2[nH]c(-c3ccco3)cc2n1,nt,nt,?,nt,3%,-13%,1%,6%
CCOc1ccccc1CSc1nc2ccccc2[nH]1,-3%,-5%,5%,-8%,-1%,4%,5%,-15%
CCc1c(C)sc(NC(=O)c2cc(CC(C)C)on2)c1C#N,-5%,?,36%[activator],-11%,6%,-3%,-2%,7%
COc1ccc(-c2noc(C3CCCN(S(=O)(=O)c4cccc(Cl)c4)C3)n2)cc1OC (configuration not stated),1%,0%,-2%,8%,-2%,-1%,-4%,6%
Cc1cc(C)nc(NS(=O)(=O)c2ccc(NC(=O)CN3C(=O)C4CC=CCC4C3=O)cc2)n1 (configuration not stated),2%,32µM*,-5%,-1%,6%,4%,nt,3%
Cc1cccnc1NC(=O)NC(=O)c1ccc(C(C)(C)C)s1,nt,nt,-24%,nt,3%,19%,0%,9%
COc1ccc(N(C)C(=O)Cc2c(C(=O)O)[nH]c3ccccc23)cc1,0%,6%,-6%,0%,5%,-5%,2%,4%
COC(=O)C1=C(C)N(c2cccc(Cl)c2)C(=O)C1,-1%,?,0%,-13%,1%,3%,1%,-13%
CCCCOC(=S)NC(=O)c1sc2ccccc2c1Cl,0%,?,0%,-2%,8%,-1%,5%,-9%
Cc1cc(C)n2c(SCC(=O)Nc3c(C)n(C)n(-c4ccccc4)c3=O)nnc2n1,-1%,15%,-10%,?,-3%,-2%,-12%,3%

# Rewritten with the structure last: part of the list above.
GAA inh	ALDH1A1 inh	KDM4E inh	SMN2 splice up	GoLoco inh red	aGal spleen mod	GAA spleen mod	GAA glycogen	Structure
-5%	?	36%[activator]	-11%	6%	-3%	-2%	7%	CCc1c(C)sc(NC(=O)c2cc(CC(C)C)on2)c1C#N
1%	0%	-2%	8%	-2%	-1%	-4%	6%	COc1ccc(-c2noc(C3CCCN(S(=O)(=O)c4cccc(Cl)c4)C3)n2)cc1OC (configuration not stated)
2%	32µM*	-5%	-1%	6%	4%	nt	3%	Cc1cc(C)nc(NS(=O)(=O)c2ccc(NC(=O)CN3C(=O)C4CC=CCC4C3=O)cc2)n1 (configuration not stated)
nt	nt	-24%	nt	3%	19%	0%	9%	Cc1cccnc1NC(=O)NC(=O)c1ccc(C(C)(C)C)s1
0%	6%	-6%	0%	5%	-5%	2%	4%	COc1ccc(N(C)C(=O)Cc2c(C(=O)O)[nH]c3ccccc23)cc1
-1%	?	0%	-13%	1%	3%	1%	-13%	COC(=O)C1=C(C)N(c2cccc(Cl)c2)C(=O)C1
0%	?	0%	-2%	8%	-1%	5%	-9%	CCCCOC(=S)NC(=O)c1sc2ccccc2c1Cl
-1%	15%	-10%	?	-3%	-2%	-12%	3%	Cc1cc(C)n2c(SCC(=O)Nc3c(C)n(C)n(-c4ccccc4)c3=O)nnc2n1

# Continuation.
canonical_smiles,GAA inh,ALDH1A1 inh,KDM4E inh,SMN2 splice up,GoLoco inh red,aGal spleen mod,GAA spleen mod,GAA glycogen
O=S(=O)(c1cnc[nH]1)N1CCc2ccccc21,0%,20µM*,1%,nt,230%[activator],7%,-8%,5%
CCOCCOC(=O)C1=C(C)N(C)C(=O)NC1c1ccccc1Cl (configuration not stated),-6%,8%,-2%,-18%,-1%,-4%,-1%,1%
CC1CCCC(N2C(=O)NC(NC(=O)c3ccco3)(C(F)(F)F)C2=O)C1C (configuration not stated),8%,8%,10%,-6%,9%,-8%,-11%,-10%
C[C@H](NC(N)=O)C(=O)OCC(=O)NCc1cccs1,-1%,3%,-1%,-17%,0%,-1%,1%,7%
CC1CCC(NC(=O)C2CCN(C(=O)NC3CCCCC3)CC2)CC1 (configuration not stated),-5%,0%,-8%,-6%,-4%,8%,3%,-9%
O=C(NC1CCCC1)c1ccc(COCC(F)(F)C(F)F)o1,-1%,-5%,7%,-6%,9%,6%,2%,4%
COC(=O)Cn1c(=O)n(CCc2ccccc2)c(=O)c2c3c(sc21)CCCC3,?,?,-2%,1%,6%,1%,0%,3%
CC(=O)C1=C(O)C(=O)N(c2nnn(C)n2)C1c1cccs1 (configuration not stated),-12%[15.4 µM],?,-27%,-3%,7%,7%,10%,-4%
Cc1c(NS(=O)(=O)c2ccc(Cl)c(C(=O)OC(C)C(=O)NCc3ccco3)c2)c(=O)n(-c2ccccc2)n1C (configuration not stated),2%,-2%,-2%,12%,7%,-9%,3%,-2%
CCCCCOc1ccc(C(=O)C(c2ccccc2)N2CCOCC2)cc1 (configuration not stated),?,-8%,-2%,-40%[inhibitor],-3%,-13%,-12%,-12%
O=S(=O)(Nc1cccc(-c2cn3cccnc3n2)c1)c1ccc(Cl)cc1,?,?,?,?,90%[activator],0%,-2%,2%
Clc1ccc2ncnc(NCc3ccc4c(c3)OCO4)c2c1,nt,-8%,nt,-64%[inhibitor],8%&8%,-17%&22%&-1%,0%&1%&3%,nt
CC(C)C(=O)NC(=S)Nc1ccccc1C(F)(F)F,2%,?,0%,nt,nt,-3%,-8%,-12%
CCCOc1ccc(/C=C/C(=O)Nc2ccc([N+](=O)[O-])cc2C)cc1,-1%,3%,7%,-32%[inhibitor],-11%,-20%,3%,15%
COc1cc(C(=O)NC2CCCCC2)ccc1OCc1ccc(Cl)cc1Cl,7%,1%,11%,-14%,1%,-5%,-3%,2%

# Continued:
canonical_smiles,GAA inh,ALDH1A1 inh,KDM4E inh,SMN2 splice up,GoLoco inh red,aGal spleen mod,GAA spleen mod,GAA glycogen
CC(=O)Nc1ccc(S(=O)(=O)NCC(=O)OCc2cc(=O)oc3ccc4ccccc4c23)cc1,?,?,?,5%,-15%,?,?,-1%
C=CCN1C(=O)C2(C(C(=O)c3ccc(C)o3)=C(O)C(=O)N2CCCN2CCOCC2)c2ccccc21 (configuration not stated),-3%,21%,-4%,nt,nt,-14%,-10%,-5%
CC(=O)OC[C@]1(OC(C)=O)C[C@@]23CC[C@H]4[C@@](C)(CCC[C@@]4(C)C(=O)O)[C@@H]2CC[C@@H]1C3,0%,5%,0%,-2%,8%,-5%,-3%,1%
N/C(CCN1CCOCC1)=N/O,5%,16%,12%,-4%,7%,-3%,-7%,3%
Cc1ccc(CN(C(=O)Cn2nnc3ccccc32)C(C(=O)NCc2ccco2)c2cccs2)cc1 (configuration not stated),-9%,?,-7%,-4%,155%[activator],0%,1%,0%
Cc1ccc(-n2c(SCC(=O)N3CC(=O)Nc4ccccc43)nc3ccccc3c2=O)cc1C,-1%,?,?,8%,76%[activator],2%,-7%,-5%
O=C(c1cc2ccccc2o1)N1CCN=C1SCc1cccnc1,-10%,2%,6%,-21%,18%,9%,2%,2%
Cc1csc(NC(=O)C2C3C=CC(C3)C2C(=O)O)n1 (configuration not stated),3%,-5%,4%,3%,3%,0%,-24%,3%
Cc1nc2cnc(Nc3ccccc3)nc2n(CCC#N)c1=O,nt,-1%,nt,nt,41%[activator],-2%,-5%,nt
CCC(C)Sc1nc(O)cc(=O)[nH]1 (configuration not stated),-1%,4%,10%,-3%,-2%,-5%,-5%,11%
Cc1cc(C(=O)NC(C)c2ccc3c(c2)OCO3)cs1 (configuration not stated),-5%,4%,2%,-19%,6%,8%,1%,7%
COc1ccc(C(=O)N2CCc3ccccc32)cc1,-14%,4%,11%,11µM*,0%,2%,-16%,1%
CCN1CC=C2C(C#N)=C(N)C(C#N)(C#N)C(CCc3ccccc3)C2C1 (configuration not stated),?,?,?,-2%,19%,17%,-13%,16%
CCOC(=O)C1=C(C)NC(C)=C(C(=O)OCC)C1C(=O)OCC(=O)N(C)C,nt,nt,?,nt,5%,3%,-12%,3%
O=C(O)c1ccccc1NN=C1CCCCC1,-5%,?,?,nt,-6%,11%,7%,?

# (next part)
# Value order – GAA inh | ALDH1A1 inh | KDM4E inh | SMN2 splice up | GoLoco inh red | aGal spleen mod | GAA spleen mod | GAA glycogen
> CCOc1cc(S(=O)(=O)NCc2ccncc2)c(C)cc1C
    -26% | -2% | -6% | -45%[inhibitor] | 5% | -2% | 1% | 13%
> Cn1cccc1C(C(=O)NC1CCCCC1)N(C(=O)Cc1cccs1)C1CC1 (configuration not stated)
    -4% | 3% | 3% | 12% | -5% | 0% | -6% | 14%
> O=C(/C=C/c1ccco1)Nc1ccc(S(=O)(=O)N2CCOCC2)cc1
    7% | ? | -14% | nt | 11% | 7% | 6% | -14%
> CCN(CC)S(=O)(=O)c1ccc(N2CCOCC2)c(NC(=O)Cc2cccc3ccccc23)c1
    -8% | ? | ? | -5% | 0% | -1% | 3% | -4%

# Not all compounds are listed; the hit share may differ from the screen's.
